Screens as filed in PubChem.
TGFb inhibitor = blocks TGF-b signaling. HepG2 CAGA-GFP TGF-b/SMAD3 reporter, GFP fluorescence, 18 h; TGF-beta stimulated, 500 pg/mL final. Potency, µM (highest dose often 46.1 µM), inactives show top-dose activity, negative = inhibition, most hits filed as inhibitors. 410,000 tested, 1.2% active. AID 588855; also: potency is read from the fitted curve at half-maximal effect; % is scaled to controls: 0 for no effect and ±100 for the full control effect; nearly all actives have a fitted effect of over 65% in size
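Smad-responsive CAGA-GFP expression was quantified in HEPG2 cells exposed to compounds and 500 pg/mL final TGF-beta for 18 h at 37 degrees C; unstimulated wells defined full inhibition.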
EPAC2 ag = activates human EPAC2 exchange factor | Q8WZA2 | EPAC2 activation, biochemical qHTS; response scale: 100% = 6.5 mM cAMP response | Potency, µM (titrated, usually from 154 µM), for the others: top-dose activation, usual class: activators | 360,000 tested, 0.079% active | AID 720711; also: potency is read from the fitted curve at half-maximal effect; nearly all actives have a fitted effect of over 50% in size
Target sequence (Q8WZA2 whole entry, looked up): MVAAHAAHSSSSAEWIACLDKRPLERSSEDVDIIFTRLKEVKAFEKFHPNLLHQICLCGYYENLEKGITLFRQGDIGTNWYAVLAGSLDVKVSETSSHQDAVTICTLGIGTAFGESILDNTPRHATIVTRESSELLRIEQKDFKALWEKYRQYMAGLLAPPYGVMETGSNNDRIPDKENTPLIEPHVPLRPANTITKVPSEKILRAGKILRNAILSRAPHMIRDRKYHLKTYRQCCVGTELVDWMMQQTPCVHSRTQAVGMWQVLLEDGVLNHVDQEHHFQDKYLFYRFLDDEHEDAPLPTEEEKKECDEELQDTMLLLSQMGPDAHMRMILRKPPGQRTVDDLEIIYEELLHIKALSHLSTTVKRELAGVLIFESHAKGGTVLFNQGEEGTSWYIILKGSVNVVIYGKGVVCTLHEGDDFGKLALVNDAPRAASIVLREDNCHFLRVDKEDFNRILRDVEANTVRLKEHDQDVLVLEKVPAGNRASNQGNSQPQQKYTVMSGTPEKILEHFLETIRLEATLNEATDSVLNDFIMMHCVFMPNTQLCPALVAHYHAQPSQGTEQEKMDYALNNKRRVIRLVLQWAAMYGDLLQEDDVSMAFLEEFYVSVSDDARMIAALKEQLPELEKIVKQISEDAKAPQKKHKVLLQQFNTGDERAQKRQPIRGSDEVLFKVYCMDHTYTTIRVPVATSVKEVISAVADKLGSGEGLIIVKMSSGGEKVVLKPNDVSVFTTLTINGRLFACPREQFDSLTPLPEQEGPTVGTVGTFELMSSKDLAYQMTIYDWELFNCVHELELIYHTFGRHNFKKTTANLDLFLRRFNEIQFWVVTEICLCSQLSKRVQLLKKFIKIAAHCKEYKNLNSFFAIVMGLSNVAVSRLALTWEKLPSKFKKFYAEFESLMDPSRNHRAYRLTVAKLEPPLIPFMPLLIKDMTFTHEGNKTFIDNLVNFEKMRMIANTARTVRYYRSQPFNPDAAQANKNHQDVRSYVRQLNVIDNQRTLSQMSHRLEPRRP
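Setup: EPAC2 100 nM, labeled Rap1B complex 250 nM, free GDP 50 uM. Compound titrations pinned in, brief spin, 5 min room temperature incubation. Kinetic fluorescence read over 30 min, normalized to 6.5 mM cAMP.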
A549 viability = A549 cytotoxicity, counter-screen for Nrf2 inhibitors; A549 ARE-Fluc cells, CellTiter-Fluor viability, 18-24 h; Potency, µM (series often up to 46 µM), for the others: at the highest dose activity change, negative = cytotoxicity, usual class: inhibitors; 390,000 tested, 0.16% active; also: potency is read from the fitted curve at half-maximal effect; % is scaled to controls: 0 for no effect and ±100 for the full control effect
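Cytotoxicity counterscreen: CellTiter-Fluor fluorescence was measured in A549 ARE_Fluc cells after 18-24 h of compound exposure in a concentration series. The subsequent BugLite luminescent read reports ARE-luciferase activity.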
HepG2 viability = kills HepG2 cells in TGF-b inhibitor counter-screen | AID 588856 | 410,000 tested, 0.76% active | HepG2 CAGA-GFP viability, ATP luminescence, 18 h | Potency, µM (top dose mostly 46.1 µM), for inactives: at the top dose activity change, negative = cytotoxicity, most hits filed as cytotoxic; also: potency is read from the fitted curve at half-maximal effect; some results filed as inactive show a strong effect at the top dose
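HepG2 CAGA-GFP cells (1000/well, DMEM with 1% FBS) received compound, then TGF-beta at 500 pg/mL final, and were incubated 18 hours at 37 degrees C. Viability was read by CellTiter-Glo luminescence. Media-only wells were set as complete cell-killing and DMSO as no toxicity.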
Nrf2 ARE act = activates Nrf2 signaling | Potency, µM (titrated, usually from 46.1 µM), for the others: at the highest dose activation, hits mostly activators | 410,000 tested, 0.31% active | AID 624171 | AREc32 ARE-luciferase reporter (MCF7-derived line), luminescence, 24 h; also: potency is read from the fitted curve at half-maximal effect; % of control where 0% means no effect; nearly all actives have a fitted effect of over 65% in size
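ARE-driven firefly luciferase activity in AREc32 cells measured after a 24 hr compound exposure at 37 deg C, using Steady-Glo reagent and a 30 min room-temperature hold.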
ATXN2 expr inh = ATXN2 expression inhibition. Potency, µM (titrated, usually from 57 µM), for inactives: at the top dose activity change, negative = inhibition, most hits filed as inhibitors. AID 1745845. HEK-293 ATXN2-luciferase reporter, luminescence, 24 h. 360,000 tested, 0.72% active; also: potency is read from the fitted curve at half-maximal effect; % is scaled to controls: 0 for no effect and ±100 for the full control effect; nearly all actives have a fitted effect of over 55% in size
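ATXN2-luciferase reporter cells (luciferase flanked by upstream and downstream ATXN2 gene portions) were treated 24 h at 37 °C with compounds at up to 57 uM. SteadyGlo luminescence gave expression; GF-AFC fluorescence gave viability.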
IL-2 act = activators of IL-2. IL-2 activation reporter assay, cell-based qHTS; stimulated with anti-CD3/CD4/CD28 beads; in transgenic mouse T cells. activation, % (series mostly up to about 46 µM). 360,000 tested, 0.065% active. AID 652025; in the data active = activation above about 50%; inconclusive = mostly about 30% to 49%; also: 0% is about no effect
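EGFP and DsRed fluorescence is measured by plate cytometry in unstimulated transgenic mouse T cells exposed to compound for 60 minutes, then stimulated 18 hours at 37 degrees C with anti-CD3/anti-CD4 beads plus anti-CD28.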
ATXN viability = cell viability loss in ATXN counter-screen | S2 cells (HEK-293 line with an ATXN2-luciferase reporter) viability, CellTiter-Fluor protease fluorescence, 24 h | Potency, µM (titrated, usually from 56.7 µM), most hits filed as cytotoxic | 400,000 tested, 0.49% active; also: potency is read from the fitted curve at half-maximal effect; nearly all actives have a fitted effect of over 40% in size
Nrf2 inh = Nrf2 pathway inhibition | A549 ARE-Fluc reporter, luciferase luminescence, 18-24 h | Potency, µM (top dose mostly 46 µM), for inactives: at the highest dose activity change, negative = inhibition, actives largely listed as inhibitors | 360,000 tested, 2.1% active | AID 504444; also: potency is read from the fitted curve at half-maximal effect; % is scaled to controls: 0 for no effect and ±100 for the full control effect; nearly all actives have a fitted effect of over 60% in size
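Cells were seeded and rested 2 h, then exposed to compounds for 18-24 h. CellTiter-Fluor was read first as a viability measure. BugLite was added 15 min before the final luminescent read of ARE-luciferase activity in A549 cells.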
The depositor's hits bear a star; i = inactive; ? = inconclusive; . = not tested or not shown; [ ] = remark or other dose. Unless noted, calls follow the shape of the dose curve; as a rule, active = well fitted curve in the direction sought with a large enough effect; inconclusive = small, poorly fitted or top-dose-only effect, or another doubt; inactive = no such curve, though single readings can be large; an effect the other way counts as inactive or inconclusive.

Sample of the layout (2 entries):
Values run as follows: TGFb inhibitor, EPAC2 ag, A549 viability, HepG2 viability, Nrf2 ARE act, ATXN2 expr inh, IL-2 act, ATXN viability, Nrf2 inh
CC(C)(C=O)Cc1cc(C(C)(C)C)c(O)c(C(C)(C)C)c1
    -6%, -4%, 4%, -19%, 0.3%, -14%, -0.7, i, 4%
CCc1ccccc1NC(=O)Cn1c(=O)ccc2cc(S(=O)(=O)N3CCC(C)CC3)ccc21
    ?, ., 4%, -30%, 0.3%, 10%, ., i, .

The whole of this part, from the start:
Values run as follows: TGFb inhibitor, EPAC2 ag, A549 viability, HepG2 viability, Nrf2 ARE act, ATXN2 expr inh, IL-2 act, ATXN viability, Nrf2 inh
CC(C)(C=O)Cc1cc(C(C)(C)C)c(O)c(C(C)(C)C)c1
    -6%, -4%, 4%, -19%, 0.3%, -14%, -0.7, i, 4%
CCc1ccccc1NC(=O)Cn1c(=O)ccc2cc(S(=O)(=O)N3CCC(C)CC3)ccc21
    ?, ., 4%, -30%, 0.3%, 10%, ., i, .
S=C(Nc1ccc(Br)cc1)N1CCCC1
    ?, -4%, 7%, -1%, 3.9%, 29%, -0.6, i, 18%
O=c1[nH]cc([N+](=O)[O-])cc1Br
    -12%, -1%, -4%, 4%, -0.2%, -4%, -0.4, ?, 2%
CCC(C)(C)n1nnnc1C(c1cc2cc(C)cc(C)c2[nH]c1=O)N1CCN(Cc2ccc3c(c2)OCO3)CC1 (configuration not stated)
    -23%, 0%, 1%, -25%, 2.5%, 8%, -0.5, i, 6%
CC1(C)CC(=O)C(C(=O)/C=C/NCCc2ccccc2)C(=O)C1
    5%, -3%, -8%, 13%, -0.2%, -9%, -3.3, i, .
COc1ccc(CNC(=O)c2c(C)cc(=O)oc2C)cc1OC
    7%, ?, 14%, 9%, -0.3%, 3%, 0.1, i, 19%
O=C(CSc1nnc2scc(-c3ccc(F)cc3)n12)NCc1ccco1
    8%, 12%, 27%, -21%, 7.9%, 10%, 0.5, i, -8%
O=C(NC1CCCCC1)c1c[nH]c2ccc(S(=O)(=O)Nc3ccccc3F)cc2c1=O
    -20%, ., 7%, -29%, -0.1%, 7%, ., i, ?
CC[C@]12c3[nH]c4ccc(OC)cc4c3CCN1C(=O)C(CC(=O)NCCN1CCOCC1)C[C@@H]2C(=O)N1CCN(C(=O)c2ccco2)CC1 (some centres not stated)
    9%, 3%, 1%, -2%, -1.0%, 4%, 0.1, i, 2%
CCCCn1c(N)c(N(CCC(C)C)C(=O)CSc2nncn2-c2ccccc2)c(=O)[nH]c1=O
    -1%, -6%, 2%, 6%, -0.8%, 0%, 0.5, i, 11%
COc1ccc(N2CCN(c3ccnc4cc(Cl)ccc34)CC2)cc1
    12%, 9%, -3%, 6%, 2.1%, ?, -0.3, i, ?
Cc1c(C(=O)NCc2ccccc2Cl)cccc1-n1cnc2cccnc21
    0%, ., 5%, 10%, 3.0%, ., ., ., 10%
CN(CC#CC1(O)c2ccccc2-c2ccccc21)Cc1ccccc1
    0%, 8%, -4%, -2%, 0.5%, -2%, 0.2, ?, 3%
CC(=O)Nc1cccc(-c2nc3ccccc3c(=O)o2)c1
    2%, 3%, -3%, 5%, -1.1%, 0%, -1.0, i, -1%
COC(=O)c1cc2oc(C)cc2n1Cc1cccc(Cl)c1
    88%[activator], ., 4%, 77%, -1.3%, 2%, ., ?, 4%
Cc1cc(NC(=S)N(Cc2ccc(Br)cc2)Cc2ccc(C(=O)O)cc2)ccc1Cl
    ?, 13%, -1%, -27%, 3.0%, -11%, 1.4, i, -33%
CCOC(=O)c1[nH]c2ccccc2c1NC(=S)Nc1cccc(C)c1
    -12%, 2%, -13%, -22%, 13%, 35%[activator], -1.7, i, 14%
Fc1cccc(COc2ccccc2C(=S)N2CCCC2)c1
    ?, 2%, 9%, -38%, -0.2%, 10%, -3.7, i, ?
Cc1nnc(SCC(=O)c2ccc(C(C)C)cc2)s1
    5%, 3%, 9%, -78%, 2.7%, 8%, -3.5, i, ?
O=C(CN1C(=O)NC2(CCCCCCC2)C1=O)NCc1ccc(Cl)cc1
    -20%, 0%, -6%, -31%, -0.5%, -1%, 2.8, i, -1%
CCC(C)N(CCNC(=O)CC1Oc2ccc(C)cc2NC1=O)C1CCCCC1 (configuration not stated)
    -13%, 3%, 0%, -5%, -0.4%, -6%, 1.6, i, 12%
O=C(NCCCn1ccnc1)c1cc(-c2ccccc2)on1
    -4%, 11%, 5%, 3%, ?, ., 0.2, i, ?
CCCCN(C=O)c1c(CC)nc2c(OCc3ccc(Cl)cc3)cccn12
    ?, 13%, ., -33%, -0.3%, ?, -0.9, ?, .
CC(C)c1ccc(NC(=O)COC(=O)Cn2cnc3c2c(=O)n(C)c(=O)n3C)cc1
    6%, 6%, ., 1%, -0.3%, ., -2.5, i, .
CCc1ccc(NC(=O)c2cc(-c3ccc(F)cc3)on2)cc1
    3%, 11%, -4%, 4%, -0.5%, ., -0.5, i, -3%
COC(=O)c1ccc(NS(=O)(=O)c2ccccc2)o1
    -7%, 10%, -3%, 4%, -0.6%, 10%, -0.3, i, 0%
C/C(=N\NC(=O)CNC(=O)c1ccc2c(c1)OCO2)c1ccco1
    -1%, 8%, -2%, -15%, 0.5%, ., 0.6, ?, -6%
COc1ccccc1-n1c(O)c(C=NCc2ccccn2)c2ccccc2c1=O
    -9%, -1%, -11%, 9%, 0.2%, 1%, 0.3, ?, -7%
CC(=O)Nc1ccc(S(=O)(=O)NCC2CCC(C(=O)N3CCCCC3)CC2)cc1 (configuration not stated)
    -4%, 8%, 4%, -4%, 0.0%, 0%, -2.6, i, -13%
CN(C(=O)CCN1CCCO1)C1CCCN(Cc2ccccc2F)C1 (configuration not stated)
    24%, 2%, 4%, 27%, -0.2%, -1%, -1.0, i, ?
COc1ccc(NC(=O)C(=O)NCC(c2ccco2)N2CCc3ccccc3C2)cc1OC (configuration not stated)
    2.5µM*, -11%, -13%, -23%, -0.3%, -4%, -2.2, i, ?
CCCc1cc(=O)[nH]c(SCC(=O)Nc2ccc3c(c2)CCC3)n1
    0%, -5%, 0%, 3%, -0.4%, -3%, -0.9, i, -27%
Cc1cc2ncc(-c3cccs3)nc2cc1C
    -11%, 1%, 8%, -24%, ?, ., 0.4, i, ?
CSCCn1c(C(C)(C)C)cc(C(=O)O)c1C
    0%, 4%, -8%, 8%, -3.0%, -21%, -0.1, i, -12%
CCOC(=O)c1cnc2c(c(C)nn2CC)c1NC1CC1
    -1%, 13%, -7%, -7%, -0.2%, -17%, -1.5, i, ?
CCc1ccccc1NC(=O)CN1C(=O)CCSc2ccc(S(=O)(=O)N3CCCC3)cc21
    1%, ., 7%, -27%, 3.2%, ., ., ., .
CCCn1cc(CN2CCN(Cc3ccc(C)o3)C(CCO)C2)c(C)n1 (configuration not stated)
    0%, 5%, 0%, -1%, 2.9%, -2%, 2.2, i, 0%
Cn1c2ccccc2c2nnc(SCCN3CCOCC3)nc21
    -17%, -2%, -4%, -18%, 8.1%, 4%, -1.6, i, 3%
COc1ccc(C(=O)NCCc2nnc3ccc(SCC(=O)Nc4ccccc4F)nn23)cc1
    -11%, 13%, -1%, -84%, 2.1%, -18%, -1.7, i, 5%
Cc1ccc(Nc2nnc(C(C)(C)C)c(=O)n2N)cc1
    -12%, -3%, 15%, -1%, -0.4%, -25%, 0.2, i, -29%
O=C(O)CCCN1C(=O)c2ccc(Oc3cccc([N+](=O)[O-])c3)cc2C1=O
    -14%, 3%, -2%, -14%, -0.9%, 3%, 0.4, i, ?
O=C(CN1C(=O)c2ccccc2S1(=O)=O)Nc1ncc(Cl)cc1Cl
    18%, 5%, 2%, 3%, -1.5%, 5µM*, 0.6, i, ?
CCOC(=O)CNC(=O)N1CCc2cc(S(=O)(=O)N3CCC(C)CC3)ccc21
    ., ., -1%, -18%, 4.0%, ., ., ., 1%
CCC(C)[C@H](NC(=O)[C@@H]1CSC2c3ccccc3C(=O)N21)C(=O)NCc1ccncc1 (some centres not stated)
    3%, 3%, -1%, 9%, 2.1%, 6%, -4.1, i, 2%
CNc1nc(SCc2ccc(C)cc2)nc2c1CCCC2
    16µM*, 19%, 1%, -4%, 4.4%, -12%, 0.5, i, ?
O=S(=O)(O)C(c1ccccc1)C1(O)CCCCC1 (configuration not stated)
    0%, 5%, -4%, 3%, -0.1%, 6%, 0.4, i, 1%
COC(=O)c1ccc(Oc2nc(C)cc(Oc3ccccc3)n2)cc1
    -5%, 8%, -4%, -20%, 0.0%, -23%, 0.4, i, 0%
CCOC(=O)c1cnc2c(C(=O)OC)cccc2c1NCCN1CCOCC1
    ?, 7%, -1%, -103%, -0.1%, 3%, 2.1, i, -15%
CCOC(=O)/C(=C\c1ccc(C)cc1)NC(=O)c1ccccc1
    -2%, 6%, -3%, 4%, -0.1%, -4%, -1.8, ?, -4%
CCn1c(=S)[nH]c2cc(S(=O)(=O)N3CCCCC3)ccc21
    3%, 7%, 5%, -7%, ?, 79%[activator], -0.8, i, ?
CN(CC1CCCO1)S(=O)(=O)c1ccc(C(=O)Nc2ccc3c(c2)OCO3)cc1 (configuration not stated)
    -4%, 6%, -7%, -2%, 0.5%, -4%, -3.7, i, -18%
O=C(CCc1nc2ccccc2c(=O)[nH]1)Nc1ccc(N2CCCCC2)cc1
    9%, 4%, 5%, -16%, 0.8%, -5%, -0.8, i, -18%
